# MBD2 DNA inh = blocks human MBD2 binding to methylated DNA | 370,000 tested, 0.31% active | AID 686964 | inhibition, % at 4.4 µM | Q9UBB5 | TR-FRET, MBD2 binding to methylated oligonucleotide; in the data active = inhibition above about 13%
# Target sequence (Q9UBB5 whole entry, looked up): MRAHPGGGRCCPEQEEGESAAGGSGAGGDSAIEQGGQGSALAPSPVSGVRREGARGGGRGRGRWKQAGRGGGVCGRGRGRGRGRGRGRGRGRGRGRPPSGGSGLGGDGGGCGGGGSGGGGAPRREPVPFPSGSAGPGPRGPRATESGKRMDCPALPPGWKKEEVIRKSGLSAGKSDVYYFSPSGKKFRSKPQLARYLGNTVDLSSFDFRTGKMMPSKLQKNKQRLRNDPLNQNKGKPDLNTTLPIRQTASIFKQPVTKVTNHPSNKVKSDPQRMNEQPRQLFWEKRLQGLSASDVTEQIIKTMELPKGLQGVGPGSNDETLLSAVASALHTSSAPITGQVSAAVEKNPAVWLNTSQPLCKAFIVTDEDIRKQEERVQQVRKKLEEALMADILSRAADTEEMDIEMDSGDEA
# LEDGF integ inh = blocks HIV-1 LEDGF/p75-dependent DNA integration | 370,000 tested, 0.64% active | AID 743269 | TR-FRET IN-LEDGF/p75 DNA integration, Eu/Cy5 | inhibition, % at 3.7 µM;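 active = inhibition above the screen-wide mean plus 3 SD, cut at about 13% in these data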;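 note: signal is the Cy5 over europium emission ratio at 671 and 618 nm; 0% = plate median of compound wells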
# PRMT1 inh = inhibitors of human PRMT1. inhibition, % at 2.79 µM. Q99873. AID 652257. 370,000 tested, 1.3% active. recombinant PRMT1, activity-based probe fluorescence polarization;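 active = inhibition above about 21% made by adding two undisclosed values, limit read from the data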
# UHRF1 MBD2 ctr = human UHRF1 methylated DNA binding inhibitors; inhibition, % at 4.4 µM; 370,000 tested, 0.75% active; UHRF1 binding to methylated oligo, TR-FRET; Q96T88; AID 687016; in the data active = inhibition above about 21%;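 note: UHRF1 SRA domain binding a hemimethylated CpG hairpin DNA probe; 0% = median of test compound wells and 100% = reference inhibitor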
# rCAG RNA binder = r(CAG) repeat RNA binding. 370,000 tested, 1.3% active. TO-PRO-1 dye displacement fluorescence. inhibition, % at 3 µM;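 active = inhibition above the plate cutoff, the mean of all test compounds on that plate plus 3 SD, cut at about 35% in these data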;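 note: 0% = DMSO alone and 100% = 100 µM mitoxantrone as full dye displacement; higher means more dye released from RNA so lower well fluorescence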
# PG9 Ab binder = PG9 antibody binding by small molecule | TR-FRET gp120-PG9 antibody binding | inhibition, % at 6.7 µM | 360,000 tested, 0.43% active; in the data active = inhibition above about 8.5%
# ABHD4 inh = inhibits mouse alpha/beta hydrolase domain 4 | Q8VD66 | purified mABHD4, FP-Rh probe fluorescence polarization | inhibition, % at 8.92 µM | 370,000 tested, 0.54% active;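 active = inhibition exceeding the mean over every tested compound plus 3 SD, cut at about 30% in these data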;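 note: 0% = plate median of compound wells and 100% = S159A mutant with DMSO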
# Target sequence (Q8VD66 whole entry, looked up, the tested form may be a part): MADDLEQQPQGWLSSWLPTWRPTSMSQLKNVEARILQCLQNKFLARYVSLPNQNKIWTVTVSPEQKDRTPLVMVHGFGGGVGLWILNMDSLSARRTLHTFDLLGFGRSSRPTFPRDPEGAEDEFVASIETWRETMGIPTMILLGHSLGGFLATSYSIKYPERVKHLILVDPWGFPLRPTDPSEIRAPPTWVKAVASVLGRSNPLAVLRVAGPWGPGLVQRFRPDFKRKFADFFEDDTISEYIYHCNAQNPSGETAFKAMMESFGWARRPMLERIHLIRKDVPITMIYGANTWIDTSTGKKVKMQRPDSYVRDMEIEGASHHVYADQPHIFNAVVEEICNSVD
#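 assay system = mABHD4 protein | compound dosing = single nominal dose of 8.92 µM, 0.89% DMSO final | read-out basis = percent inhibition of probe binding, normalized to plate controls | schedule = Enzyme–compound pre-incubation 45 min, then probe 60 min, both 25 °C | detection = fluorescence polarization, excitation 525 nm, emission 598 nm, BODIPY TMR filters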
# HTRA1 inh = blocks human HTRA1 serine peptidase | Q92743 | recombinant HTRA1, FP-rhodamine activity-based probe, fluorescence polarization | inhibition, % at 5.96 µM | 340,000 tested, 0.5% active | AID 504803; in the data active = inhibition above about 36%;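 note: 0% = enzyme with DMSO and 100% = wells lacking enzyme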
# NR1D1 modulator = modulates human Rev-erb alpha binding to DNA; AID 1259318; activity, % at 10 µM; Rev-erbα–FITC-DNA binding, fluorescence polarization, 90 min; P20393; 370,000 tested, 0.79% active;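 active = activity above about 14%, limit read from the data; passing the limit was not always enough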;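 note: 0% = DMSO wells with 35 nM protein and 100% = DMSO wells with 750 nM protein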
# TCR CD3 inh = human TCR-CD3 binding inhibition; TAMRA-labeled TCR probe fluorescence, biochemical; inhibition, % at 9.4 µM; 360,000 tested, 0.37% active; in the data active = inhibition above about 19%;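 note: recombinant mutant TCR 2C K166C tagged with TAMRA read by polarization; 0% = receptor in buffer alone and 100% = receptor with positive control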
# Starred values were filed as active, the others as inactive; · = not tested or not shown. An excerpt, so the mix of outcomes need not match the whole.
SMILES,MBD2 DNA inh,LEDGF integ inh,PRMT1 inh,UHRF1 MBD2 ctr,rCAG RNA binder,PG9 Ab binder,ABHD4 inh,HTRA1 inh,NR1D1 modulator,TCR CD3 inh
COc1ccccc1C(=O)NCCCNc1ccc([N+](=O)[O-])cc1,0,-2,1,-2,-3,-2.8,1,-1,-4,8
CSC(=NC(C)c1ccccc1)NS(=O)(=O)c1cccs1 (configuration not stated),-7,-1,1,7,-2,2.0,0,2,-2,-1
CC(OC(=O)CN1C(=O)NC2(CCCC2)C1=O)C(=O)Nc1cccc(Cl)c1 (configuration not stated),-3,2,-1,2,-3,-1.0,4,4,-3,4
COCCN(CCOC)C(=O)[C@@H](Cc1ccccc1)NC(=O)[C@H]1O[C@@H](n2ccc(N)nc2=O)[C@H](O)[C@@H]1O,1,6,-1,-3,2,-0.6,-5,·,5,-3
O=C(/C=C/Nc1ccc(F)cc1)c1ccc(Oc2ncccn2)cc1,0,-1,-4,5,3,0.5,-2,-1,-5,6
COc1cc(O)c(C(CCN2CCOCC2)c2ccc3c(c2)OCO3)c(OC)c1 (configuration not stated),-4,-1,1,-2,-5,-1.1,7,8,-3,-1
Cc1cccc(Oc2ccc(N)cc2)c1,2,-5,3,-4,2,1.1,3,-2,1,-4
COc1ccccc1NC(=O)Nc1ccccc1C(N)=O,0,-1,-2,0,-2,-1.3,-6,-3,-1,4
COc1ccc(C)cc1Nc1nc(C)nc2sc(C)cc12,-1,0,1,1,1,0.2,5,-10,5,6
CC(C)CCN1C(=O)c2ccc(C(=O)NCc3ccco3)cc2C1=O,0,-1,-1,0,-1,-3.9,-12,-6,3,4
Nc1nnc(Cc2cccc(Br)c2)s1,1,2,0,2,0,0.3,6,4,-3,-3
Cc1ccc(NC(=O)CN2C(=O)NC3(CCc4ccccc43)C2=O)cc1 (configuration not stated),2,1,-4,8,2,-2.1,3,0,-6,7
COc1ccc(CCC(=O)Nc2sc(C(=O)N(C)C)c(C)c2C#N)cc1,0,-1,0,-1,-5,-1.4,4,1,0,-1
O=C(NCCn1cccc1)c1cccc2ccccc12,2,10,1,-1,2,1.0,-2,-1,5,0
CCn1cc(S(=O)(=O)c2ccc(C)cc2)[nH]c1=O,9,-1,6,4,-6,-2.1,-13,4,-5,5
O=C(NC(=S)NCC1CCCO1)c1ccc(Cl)cc1 (configuration not stated),0,-2,1,-6,-2,-0.8,-19,1,-3,-4
O=C1Nc2c(Br)cccc2C1=O,-7,3,3,-3,2,-1.7,0,4,-2,3
c1ccc(-c2nc(N3CCN(c4ccccc4)CC3)nc(-n3ccnc3)n2)cc1,4,1,-4,-2,4,0.2,5,-10,-2,9
CCCn1nnc(NC(=O)C(C)C)n1,2,0,5,5,-1,-0.1,-3,3,-5,-8
Cn1c(=O)n(CCC(=O)O)c2ccccc21,1,4,1,1,2,-0.6,2,5,-3,-2
O=C(CSc1nc2c(c(=O)n1-c1ccc(Cl)cc1)SCC2)N1CCCC1,-2,1,1,-3,-5,-1.0,1,3,-4,1
Cc1[nH]c2ccccc2c1-c1nc2ccccc2[nH]1,-1,-5,0,-5,2,-2.8,2,-7,-6,1
CCOC(=O)COc1cc([N+](=O)[O-])cc2cccnc12,-10,-3,-4,-4,-1,-0.1,1,-8,-7,3
Cc1ccc(N2C(=O)CCSC23C(=O)Nc2ccccc23)cc1 (configuration not stated),1,0,-5,-2,-4,-1.6,5,2,-1,2
Cc1cc(=O)[nH]c(Nc2ccc(N(C)C)cc2)n1,2,-5,-1,-3,8,-13,1,-12,7,-7
CCOP(=O)(OCC)C(Nc1ccccc1)c1cc(OC)ccc1OC (configuration not stated),7,2,-2,3,-6,4.2,2,-2,-3,-6
O=C1[C@H](Cc2ccccc2)NCC=CC[C@H](c2ccc(Cl)cc2)N1Cc1ccc(Cl)cc1,1,0,-1,-2,1,2.8,6,-42,-1,3
COC(C[C@@H]1O[C@@H]1C(=O)[C@@H](C)OCc1ccccc1)OC,0,3,1,0,1,-0.7,-3,0,-2,-1
COc1ccccc1-c1cc2nc(NCCc3ccc(S(N)(=O)=O)cc3)ccn2n1,-3,-2,1,2,5,-3.0,3,·,-2,-1
COc1cc(/C=C/C(=O)OCC(=O)N2CCN(C(=O)c3ccco3)CC2)ccc1O,-1,2,4,3,3,-1.1,-7,-1,-1,-6
COc1ccc(/C=C/C(=O)Nc2cccc(S(=O)(=O)NC3=NCCCCC3)c2)cc1,0,2,-1,-1,2,-0.1,-12,-15,0,0
CCC(=O)Nc1ccc2oc(-c3ccccc3Br)nc2c1,6,0,1,1,-4,1.2,-5,-15,5,-6
CCOC(=O)c1cccc(NC(=O)CSc2nc3ccccc3c(=O)n2CC)c1,2,1,2,-2,-1,-3.6,1,-6,4,2
CCOC(=O)c1c(NC(=O)CN2CCOCC2)sc(C(=O)NC)c1C,-6,-3,-5,3,-1,-0.6,0,8,1,-2
Cc1cc(/C=N/Nc2nc(N3CCOCC3)nc(N3CCOCC3)n2)c(C)n1-c1ccccc1,1,1,0,-2,9,-1.7,10,-4,0,-3
COc1ccccc1N1N=C(c2ccc([N+](=O)[O-])cc2)CC1c1ccccc1 (configuration not stated),-2,-3,5,3,-3,-1.3,-21,-21,15,-34
O=C(CC1C(=O)N(Cc2ccccc2)C(=S)N1CCN1CCOCC1)Nc1ccc(F)cc1 (configuration not stated),-5,5,-5,-1,1,-0.4,-2,·,-3,3
N#Cc1ccc(COC(=O)c2cccnc2Cl)cc1,-6,6,-9,-2,1,-0.3,-3,6,4,6
COc1ccc(-c2nc(-c3cccs3)no2)cc1,-7,6,-4,-1,0,-0.1,-8,-9,1,5
Cc1ccc(Cl)cc1NC(=O)CN1C(=O)NC2(CCCCCC2)C1=O,3,-1,1,0,-1,1.0,8,-7,-2,19
CCN(CC)C(=O)CSc1nc2ccccc2c(=O)n1-c1cccc(OC)c1,3,2,3,4,0,-2.1,-12,-4,1,4
CC(Sc1nc2ccccc2c(=O)n1C)C(=O)N(C)C1CCCCC1 (configuration not stated),5,0,-1,0,-13,-2.0,1,-2,-6,0
COc1cc2c(cc1OC)C(C)N(CC(=O)Nc1ccc(C)c(S(=O)(=O)N3CCOCC3)c1)CC2 (configuration not stated),5,-4,5,0,-3,-1.1,2,1,-1,-2
O=C(NCc1ccc(Cl)cc1)C1CCCO1 (configuration not stated),2,-3,5,1,-2,0.0,5,8,-1,-2
COc1ccc(O)c(C2NC(CC(C)C)(C(=O)O)C3C(=O)N(Cc4ccccc4)C(=O)C23)c1 (configuration not stated),4,-1,1,-1,2,1.0,1,1,-4,4
C=CCN1C(=O)C(CC(=O)NCC)SC1=Nc1ccc(S(N)(=O)=O)cc1 (configuration not stated),-1,-5,0,-1,-1,-0.3,-3,1,-10,1
O=S(=O)(c1cccc(-c2nnc3n2CCCCC3)c1)N1CCCC1,2,-1,0,-1,-4,-1.1,2,6,-3,-6
COC(=O)CSC1=C(C#N)C(c2ccccc2F)CC(=O)N1 (configuration not stated),-2,0,8,0,1,0.6,3,-1,-10,-6
CC(C)(C)c1ccc(-c2nnc(N)s2)cc1,-5,2,-8,-2,2,2.1,-3,6,2,5
Brc1cccc(CN2CCCCCC2)c1,3,6,-2,-1,-2,0.9,-5,3,4,10

# (cont.)
SMILES,MBD2 DNA inh,LEDGF integ inh,PRMT1 inh,UHRF1 MBD2 ctr,rCAG RNA binder,PG9 Ab binder,ABHD4 inh,HTRA1 inh,NR1D1 modulator,TCR CD3 inh
CC(NC(=O)[C@@H](NC(=O)[C@@H]1Cc2ccccc2CN1)C(C)C)c1ccccc1 (some centres not stated),-2,-3,2,0,-6,-0.1,5,2,0,-7
CCOC(=O)N1CCN(C(=O)C[C@H]2C[C@@]3(C(=O)OC)C(=C[C@H](C(C)C)O[C@@H]3C3CC3)N(CCc3ccc(OC)c(OC)c3)C2=O)CC1,-3,-2,-3,-1,2,·,1,·,-3,·
Cc1ccc(S(=O)(=O)N2CCC(C(=O)OCCOc3cccc(C)c3)CC2)cc1,0,-2,1,0,-3,-0.4,2,-26,-5,-7
N#C/C(=C\c1ccccc1Cl)C(=O)NC(=O)Oc1ccccc1,-1,1,-1,5,1,0.8,-8,7,-3,-3
COc1ccc(S(=O)(=O)N2CCCC2C(=O)n2nc(C)cc2C)cc1 (configuration not stated),2,0,7,0,-3,-0.1,-2,6,-2,6
CC1=C(C(=O)N(C(C)C)C(C)C)CC(CC(=O)NCCCCc2ccccc2)C(=O)N1CCCN1CCCC1=O (configuration not stated),2,2,1,-1,-2,-3.0,19,·,-2,-8
O=C(Cn1cnc2c(cnn2-c2ccc(Cl)cc2)c1=O)N1CCN(c2ccccc2)CC1,-1,2,-1,-4,0,-1.3,-1,0,-4,0
COc1ccc(N2CCN(C(CNC(=O)C(=O)NCCCn3ccnc3)c3cccnc3)CC2)cc1 (configuration not stated),4,-1,1,-2,-5,-0.6,-3,5,-3,5
O=C1N2CCCCC1(c1ccccc1)CCCC2,2,0,-3,-1,2,0.2,-1,·,8,3
O=C(CSc1ncnc2c1nnn2-c1ccc(F)cc1)NCC1CCCO1 (configuration not stated),4,1,1,-1,2,-0.1,9,5,5,4

# Arranged by the number under NR1D1 modulator (smallest number first): three from the list above.
smiles	NR1D1 modulator
CCOC(=O)N1CCN(C(=O)C[C@H]2C[C@@]3(C(=O)OC)C(=C[C@H](C(C)C)O[C@@H]3C3CC3)N(CCc3ccc(OC)c(OC)c3)C2=O)CC1	-3
COc1ccc(S(=O)(=O)N2CCCC2C(=O)n2nc(C)cc2C)cc1 (configuration not stated)	-2
O=C1N2CCCCC1(c1ccccc1)CCCC2	8

# The listing continues.
SMILES,MBD2 DNA inh,LEDGF integ inh,PRMT1 inh,UHRF1 MBD2 ctr,rCAG RNA binder,PG9 Ab binder,ABHD4 inh,HTRA1 inh,NR1D1 modulator,TCR CD3 inh
Cc1cc(O)c(C2(O)C(=O)Nc3ccccc32)cc1C (configuration not stated),0,-5,-1,1,0,-1.7,2,1,-1,1
COC(=O)N/N=C/c1cn(CC(C)COc2ccccc2)c2ccccc12 (configuration not stated),-3,1,0,-2,2,-2.2,-1,-13,-6,2
O=C(Nc1ccc2ccccc2c1)C(c1ccc(C(F)(F)F)cc1)n1c(=O)c(-c2cc3ccccc3[nH]2)nc2ccccc21 (configuration not stated),0,0,-3,-1,29,-1.6,-70,·,4,-2
COc1ccc(CNC(=O)CN(CC2CCCO2)C(=O)CNS(=O)(=O)c2ccc(F)cc2)cc1 (configuration not stated),0,-4,-1,0,-4,-2.8,0,0,0,6
Cn1cc(SCC(=O)N2CCCc3ccccc32)c2ccccc21,0,-6,5,-1,0,-1.0,1,-4,2,-8
COc1ccc(C2C=C(c3ccccc3)Nc3nc(CCCO)nn32)cc1 (configuration not stated),5,2,2,1,-3,-0.8,5,·,·,5
Cc1ccc(SCCC(=O)NCCSCc2ccco2)cc1,4,-4,6,0,0,-0.3,-3,-12,7,-1
CCC(C)N(C(=O)CNc1nnnn1-c1ccccc1)C(C)CC (configuration not stated),0,-6,4,-1,-3,·,0,·,2,·

# Assay outcomes: PubChem, several laboratories
